GSK3 alpha inh – inhibitors of human GSK-3 alpha kinase; actives 0.1% (n = 320,000); P49840; ADP-Glo luminescence, 60 min; inhibition, % at 10 µM;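 in the data active = inhibition above about 50%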;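 note: GST-tagged GSK-3 alpha with peptide substrate and 25 µM ATP; 0% = DMSO neutral wells and 100% = GW8510 positive control wells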
Target sequence (P49840 whole entry, looked up): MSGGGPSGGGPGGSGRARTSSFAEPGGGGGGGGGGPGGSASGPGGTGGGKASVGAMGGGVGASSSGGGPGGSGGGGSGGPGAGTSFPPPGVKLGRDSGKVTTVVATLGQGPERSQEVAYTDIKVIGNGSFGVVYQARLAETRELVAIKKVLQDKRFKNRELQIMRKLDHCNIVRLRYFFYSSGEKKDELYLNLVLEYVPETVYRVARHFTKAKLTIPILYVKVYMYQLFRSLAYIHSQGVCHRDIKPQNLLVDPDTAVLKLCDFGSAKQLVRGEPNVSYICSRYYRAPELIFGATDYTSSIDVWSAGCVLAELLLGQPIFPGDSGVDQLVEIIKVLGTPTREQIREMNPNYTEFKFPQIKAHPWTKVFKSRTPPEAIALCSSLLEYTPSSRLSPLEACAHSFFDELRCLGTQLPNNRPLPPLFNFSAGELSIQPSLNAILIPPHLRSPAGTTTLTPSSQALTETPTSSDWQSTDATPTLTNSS
HSF1 inh – HSF1 inhibition | NIH3T3-HGL HSE-luciferase, MG132-induced, luminescence 8 h; active compounds read low | activity change, negative = inhibition, % at 7.5 µM (by protocol) | actives 0.77% (n = 300,000) | AID 2098;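 active = more than half of replicate wells show activity change below -50%, luminescence cut by over half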;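 note: luciferase reports HSF-1 transcriptional activity via heat shock element; 0% = median of DMSO wells and -100% = zero luminescence signal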
GSK3beta inhib – human GSK3beta kinase inhibition | P49841 | GST-GSK3beta kinase, ADP-Glo luminescence, 60 min; active compounds read low | activity score (negative = inhibition), % at 10 µM | actives 0.038% (n = 300,000) | AID 2097;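 active = more than half of replicate wells score below -50%, meaning over 50% inhibition versus plate controls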;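 note: 0% = median DMSO wells and -100% = median GW8510 positive control wells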
Target sequence (P49841 whole entry, looked up): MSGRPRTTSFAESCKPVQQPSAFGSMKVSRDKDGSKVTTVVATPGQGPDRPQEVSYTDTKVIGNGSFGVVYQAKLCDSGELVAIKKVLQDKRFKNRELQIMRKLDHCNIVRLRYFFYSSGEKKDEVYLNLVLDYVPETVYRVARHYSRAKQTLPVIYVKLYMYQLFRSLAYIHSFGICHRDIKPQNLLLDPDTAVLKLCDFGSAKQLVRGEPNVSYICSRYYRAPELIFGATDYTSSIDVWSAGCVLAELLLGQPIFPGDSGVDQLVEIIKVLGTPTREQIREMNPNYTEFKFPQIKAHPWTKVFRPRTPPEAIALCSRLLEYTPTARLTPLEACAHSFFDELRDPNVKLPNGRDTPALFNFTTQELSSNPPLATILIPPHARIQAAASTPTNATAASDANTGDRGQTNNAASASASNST
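Assay system: GST-tagged human GSK3beta kinase, cell-free; Input: 1.6 ng GSK3beta; Medium: Tris/MgCl2 kinase buffer; Timing: 60 min enzyme reaction, room temperature; Signal: ADP-Glo luminescence quantifying ADP generated by kinase; Evaluation: score relative to plate controls; Benchmarks: DMSO neutral wells and GW8510 at 20 µM as positive.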
DYRK1A inh – blocks rat Dyrk1A kinase activity; actives 0.43% (n = 310,000); ADP-Glo luminescence, NFATc1 peptide; Q63470; inhibition, % at 12.5 µM; in the data active = inhibition above about 50%;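 note: plate controls were vehicle with enzyme for no effect and no enzyme for full effect; many of its hits are not listed in these tables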
HSF1 activator – increases HSF-1 driven luciferase reporter signal. NIH3T3-HGL HSF-1 luciferase reporter, MG132, 8 h; 100% = twice DMSO control signal. actives 1.7% (n = 300,000). activation, % at 9 µM;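 active = mean replicate activation of at least 50% with a set share of replicates each reaching 50%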;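 note: 0% = median of the neutral control wells and 100% = twice that signal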
Platelet DG rel – platelet dense granule release activity; human platelet-rich plasma, SFLLRN dense granule ATP release, luminescence; inhibition, %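 (compounds screened at 7.5 µM in platelet-rich plasma)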; actives 0.22% (n = 300,000); AID 1663;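 active = mean replicate score, as percent of positive control, at or above 50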
IEC-6 tox – kills IEC-6 intestinal cells in KLF5 counter-screen; AID 1825; actives 0.78% (n = 290,000); inhibition, % at 5 µM; IEC-6 cytotoxicity, luminescence viability; in the data active = inhibition above about 22%;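 note: 0% = plate median of test compound wells and 100% = cytotoxic reference compound wells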
HSP90 refold inh – HSP90 refolding inhibition in rabbit reticulocyte lysate; luciferase refolding luminescence, 3 h; inhibition, % at 5.6 µM; actives 0.91% (n = 290,000);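 active = inhibition above the screen-wide mean plus 3 SD, computed separately per campaign, cut at about 16% in these data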;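 note: 0% = DMSO wells and 100% = 60 µM geldanamycin wells; inhibitors lower the luminescence because luciferase stays unfolded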
aSyn 5UTR inh – MLPCN primary screen, SNCA 5' untranslated region | alpha-synuclein 5'UTR reporter, inhibitor activity | inhibition, % (tested at 7.5 µM) | actives 0.82% (n = 300,000); in the data active = inhibition above about 60%;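 note: H4 neuroglioblastoma cells stably carrying SNCA 5'UTR luciferase fusion; 0% = DMSO wells and 100% = positive control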
KLF5 inhibitor – kruppel-like factor 5 inhibition; actives 0.23% (n = 290,000); DLD-1 KLF5 promoter-luciferase reporter, luminescence; AID 1700; inhibition, % at 5 µM;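 active = inhibition above a per-plate limit of that plate's mean compound inhibition plus 3 SD, cut at about 60% in these data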;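 note: 0% = DMSO wells and 100% = LY294002 at 200 µM; higher means less KLF5 promoter-driven luciferase light; inactives centre near -14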
* = called active by the depositor; · = not tested or not shown.

Fields – GSK3 alpha inh, HSF1 activator, aSyn 5UTR inh, HSF1 inh, DYRK1A inh, IEC-6 tox, Platelet DG rel, HSP90 refold inh, GSK3beta inhib, KLF5 inhibitor
> CCCOc1ccc(C(=O)c2nc3c(n2O)CCCC3)cc1
→ -4, 5, -27, 7, 1, 0, 1, -1, 0, -25
> CCN(CC)Cc1c(C(=O)N/N=C/c2cccnc2)nnn1-c1nonc1N
→ 53*, -9, 18, -10, -3, -3, -4, -4, 0, 0
> CSCCC(NS(=O)(=O)c1ccccc1F)C(=O)N1CC=C(c2ccccc2)CC1 (stereo not drawn)
→ -1, 1, -1, -4, 2, -4, 3, 4, -1, 4
> CC(NC(=O)c1csc2ccccc12)C1CCCO1 (stereo not drawn)
→ -1, 3, -36, -2, 4, 1, 3, -2, 3, -26
> O=C([C@H](Cc1ccccc1)N1C(=O)c2ccccc2C1=O)N1CCOCC1
→ -1, -3, -14, -2, -2, 4, 5, 6, -16, -5
> O=C(CN1CCOCC1)Nc1nc2ccc([N+](=O)[O-])cc2s1
→ 1, 17, -62, 4, 81*, 2, 4, -5, -1, -38
> Cc1ccc(N(C(=O)c2csnn2)C(C(=O)NC2CCCCC2)c2ccccn2)c(C)c1 (stereo not drawn)
→ -4, 2, -4, 4, -3, -10, 1, 1, 0, -23
> COC(=O)Cc1c(C(=O)OC)nnn1-c1ccc(OC)cc1
→ -2, 6, 10, 15, 3, 5, -10, 1, 0, 11
> Cc1cccc(NC(=O)NNC(=O)c2cc3occc3[nH]2)c1C
→ -1, 7, -7, -1, 0, -3, -13, 0, -14, -17
> O=C(NC(Cc1c[nH]c2ccccc12)C(=O)N/N=C/c1ccc(Br)cc1)c1cccs1 (stereo not drawn)
→ -1, 8, -22, 20, -11, 0, -7, -1, 3, -3

Fields – GSK3 alpha inh, HSF1 activator, aSyn 5UTR inh, HSF1 inh, DYRK1A inh, IEC-6 tox, Platelet DG rel, HSP90 refold inh, GSK3beta inhib, KLF5 inhibitor
> CNC(=O)c1ccccc1S(=O)c1ccccc1C#N (stereo not drawn)
→ 0, 3, -2, 6, 1, -2, 16, 2, -3, -4
> O=C(NC1CCCC1)C(c1cccs1)N(Cc1ccco1)C(=O)Cn1nnc(-c2cccs2)n1 (stereo not drawn)
→ -6, 17, 15, 4, -5, 2, 13, 1, 2, 6
> COc1ccc(/C=N/N(C)C2=NS(=O)(=O)c3ccccc32)cc1OC
→ 0, 37, 10, -6, 4, -2, -6, -4, 2, -38
> O=[N+]([O-])c1cccc(NC(=S)N2CCc3ccccc32)c1
→ ·, ·, ·, ·, 2, 1, ·, -6, -2, -68
> CC(=O)Nc1ccc2c(c1)nc(CCN1CCN(c3ccccn3)CC1)n2C
→ 0, -10, 3, -3, 10, 1, 0, -4, 0, 6
> Cc1nc(Cl)sc1C(=O)Nc1ccccc1Cl
→ -2, 14, -27, 0, 6, -5, -4, 0, 2, -14
> CCN(CC)C(=O)CN(Cc1ccccc1)S(=O)(=O)c1ccc(F)cc1
→ -2, -33, 4, -11, 19, -7, 4, 3, -2, -11
> O=C(COc1ccccc1)N=C1SC2CS(=O)(=O)CC2N1CCc1ccccc1 (stereo not drawn)
→ 3, 3, 17, -3, 1, 4, 2, 1, 1, -9
> CCn1c(=O)cc(SCC(=O)Nc2cccnc2)c2ccccc21
→ 4, 11, -7, 10, 5, 5, 12, 3, 0, -24
> COc1ccc(NC(=O)c2sc3cc(C(F)(F)F)cnc3c2-c2cccs2)cc1
→ 5, 18, 21, 2, -5, -2, -5, 0, 3, 9

Fields – GSK3 alpha inh, HSF1 activator, aSyn 5UTR inh, HSF1 inh, DYRK1A inh, IEC-6 tox, Platelet DG rel, HSP90 refold inh, GSK3beta inhib, KLF5 inhibitor
> O=C(Nc1ccc([N+](=O)[O-])cc1)c1cccc(S(=O)(=O)Nc2ccccn2)c1
→ -3, -10, -4, -12, -2, 2, 19, -3, -4, 1
> COc1ccc(-n2cccc2C=O)cc1
→ -1, -8, 0, -2, -7, -1, 5, -5, 3, -16
> CC(C)N(Cc1ccccc1)C(=S)NCCN1CCOCC1
→ 1, -9, 2, -4, 0, -6, -2, -3, -2, 3
> COc1ccc(C(=O)NNC(=O)CCc2ccccc2OC)cc1
→ -2, 3, 6, -3, 5, 3, 0, 2, 5, -3
> CCOc1ccc(CCNC(=O)Cn2ccc3cc(S(=O)(=O)N4CCCC4)ccc32)cc1
→ 1, -1, 21, 2, 3, 1, 1, -2, -1, -34
> Cc1cc(NC(=O)CSc2nnc(-c3ccncc3)n2N)ccc1Br
→ 3, 15, 1, 9, 17, 4, 1, -1, 2, -18
> Cc1c(-c2ccc(Cl)cc2)[n+](=O)c2c(n1[O-])CCCC2
→ -2, 39, 15, 7, -2, -1, -7, -3, -1, -17
> COc1ccccc1N=NC1C(=O)N(C(N)=S)N=C1C (stereo not drawn)
→ -2, -16, -16, -2, 1, 0, 0, 7, 2, -45
> COCCNC(=O)c1ccc2c(=O)n(Cc3ccco3)c(SCC(=O)NC3CCCC3)nc2c1
→ ·, 13, -6, -1, 8, -9, 6, 0, -1, -12
> CCC(=O)Nc1cc(C)c(NC(=O)c2ccco2)cn1
→ -1, -13, -24, -2, 1, -6, 6, -1, 3, -21

Rewritten with each value named: entries from further up.
CCOc1ccc(CCNC(=O)Cn2ccc3cc(S(=O)(=O)N4CCCC4)ccc32)cc1
  GSK3 alpha inh: 1 | HSF1 activator: -1 | aSyn 5UTR inh: 21 | HSF1 inh: 2 | DYRK1A inh: 3 | IEC-6 tox: 1 | Platelet DG rel: 1 | HSP90 refold inh: -2 | GSK3beta inhib: -1 | KLF5 inhibitor: -34

Cc1cc(NC(=O)CSc2nnc(-c3ccncc3)n2N)ccc1Br
  GSK3 alpha inh: 3 | HSF1 activator: 15 | aSyn 5UTR inh: 1 | HSF1 inh: 9 | DYRK1A inh: 17 | IEC-6 tox: 4 | Platelet DG rel: 1 | HSP90 refold inh: -1 | GSK3beta inhib: 2 | KLF5 inhibitor: -18

Next section
Fields – GSK3 alpha inh, HSF1 activator, aSyn 5UTR inh, HSF1 inh, DYRK1A inh, IEC-6 tox, Platelet DG rel, HSP90 refold inh, GSK3beta inhib, KLF5 inhibitor
> COc1cccc(OCC(O)CN2CCN(c3ccc(Cl)cc3)CC2)c1 (stereo not drawn)
→ -2, 3, 2, -1, -1, -2, 10, -3, 2, -7
> CCCCNC(=S)NNC(=O)c1csc2c1CCC(C)C2 (stereo not drawn)
→ -1, 19, 19, 17, 0, -4, -3, -3, 1, -17
> C=CCn1nnnc1-c1cc(Cl)cc(Cl)c1
→ -1, -2, 11, 1, 6, 1, 3, -2, 3, 16
> CC(=O)OCC(=O)Nc1ccc(Cl)cc1Cl
→ 1, 20, -14, -2, 1, -1, -1, 3, -1, 11
> CC1CCC(NC(=O)C2CCN(C(=O)NC3CCCCC3)CC2)CC1 (stereo not drawn)
→ ·, -11, -5, -6, ·, 5, -2, 0, 2, -28
> COc1ccc(C(=O)NC(=S)NNC(=O)c2cnccn2)cc1
→ 0, 5, 47, 7, -7, -1, 17, -1, 1, 2
> COc1cccc(CN(C)CC(=O)NC(=O)NCc2ccco2)c1
→ -2, 12, 20, -5, 3, -4, 3, 0, 4, -50
> CC(=O)c1ccc(Cc2ccc(C(C)=O)cc2)cc1
→ -5, 8, -10, -10, 1, 4, -7, 2, 1, -14
> COc1cccc(C2c3[nH]c4ccccc4c3C[C@H]3C(=O)N(CCCCCO)CC(=O)N23)c1 (stereo partly drawn)
→ 1, 46, 12, 12, 0, 4, -1, -2, -4, 1
> CCOC(=O)c1cc(S(=O)(=O)N2CCN(C(=O)OCC)CC2)cn1C
→ 0, -21, 22, -5, 12, 1, 12, 2, -4, -23

Fields – GSK3 alpha inh, HSF1 activator, aSyn 5UTR inh, HSF1 inh, DYRK1A inh, IEC-6 tox, Platelet DG rel, HSP90 refold inh, GSK3beta inhib, KLF5 inhibitor
> COc1ccc(COc2ccccc2C(N)=O)cc1F
→ 4, 14, -60, 9, 1, -4, -2, -2, -3, -30
> Cn1c(CNc2ccccc2)cc(=O)n(C)c1=O
→ 0, 8, 2, -3, 2, 0, 4, 0, 1, -28
> COc1ccc(-n2nc(C(=O)NCC(=O)NCc3ccccc3OC)c3ccccc3c2=O)c(OC)c1
→ -9, -68, 28, -60*, -1, 1, -1, 1, 1, -3
> CC1CCC2C(=O)N(c3cccc(OS(=O)(=O)c4ccccc4)c3)C(=O)C2C1 (stereo not drawn)
→ -11, 12, 12, 6, 12, 3, -1, -2, -2, -24
> O=C(Nc1ccccc1C(F)(F)F)c1ccsc1
→ -1, -7, 6, -2, -7, 4, 0, 1, 1, -13
> COc1cc(-c2nnc(SCC(=O)N3CCCC3)o2)cc(OC)c1OC
→ -1, -14, 3, 9, 0, -1, 7, 2, 0, -14
> Nc1nnc(SCC(=O)Nc2cc(F)ccc2F)s1
→ 0, 6, 6, -6, 2, ·, -7, ·, 2, ·
> Cc1cc(OCc2cc3c(cc2Cl)OCO3)c2c(C)cc(=O)oc2c1
→ -1, 11, -2, 4, 2, 4, 3, 1, 1, 7
> CCCc1cc(C(=O)NCCc2ccccc2)no1
→ 0, 32, -91, 13, 0, -5, 2, -7, 4, -48
> COc1cccc(NC(=O)c2cc(-c3ccc(OC)cc3OC)nc3ccccc23)c1
→ -1, -4, 0, -5, ·, ·, 4, ·, 2, ·

Fields – GSK3 alpha inh, HSF1 activator, aSyn 5UTR inh, HSF1 inh, DYRK1A inh, IEC-6 tox, Platelet DG rel, HSP90 refold inh, GSK3beta inhib, KLF5 inhibitor
> Fc1cccc(CSc2ccc3nnc(-c4cccnc4)n3n2)c1
→ -1, 45, -1, 11, ·, 0, 2, -8, 2, -18
> Cn1cccc1C(=O)NC(=O)COC(=O)CNS(=O)(=O)c1ccc(Br)cc1
→ -1, 0, -1, -1, 8, -2, 15, 6, -4, -16
> CCOc1ccc(N(CC(=O)Nc2ccc(OC)cc2OC)S(=O)(=O)c2c(C)[nH]c(=O)[nH]c2=O)cc1
→ 1, 6, 4, -6, ·, -1, -4, -2, -1, -13
> O=S(=O)(Nc1ccc(Cl)cn1)c1ccccc1
→ -2, -11, 10, -2, -2, -4, -7, 4, 0, -4
> COc1cccc(SCc2noc(C(=O)NC(C)C)c2C(=O)O)c1
→ -5, -8, -1, -1, -4, -4, -3, -4, 3, -62
> COc1c(F)c(F)c(C(=O)Nc2ccc3oc(-c4ccncc4)nc3c2)c(F)c1F
→ 0, -4, -24, -4, 4, 0, -7, 2, 2, -8
> COc1cccc(CN(C)CC(=O)Nc2ccccc2C(C)C)c1
→ -3, 8, 8, 14, ·, 7, 5, 2, 1, -4
> N#C/C(=C\c1ccc(OCc2cccc(C(=O)O)c2)cc1)C(=O)NCc1ccco1
→ -1, -13, -31, -5, 5, 1, -6, 1, -6, -164
> O=c1[nH]cnc2scc(-c3ccccc3)c12
→ -1, 0, -15, -1, 15, 2, 6, 3, -23, -40
> O=C(COC(=O)c1cnc(Cl)c(Cl)c1)NCc1cccs1
→ -1, 18, 1, 8, -7, -3, -1, -1, 4, -1
> O=C(Nc1cccc(Cl)c1)c1ccc2ncsc2c1
→ 0, 22, -266, 7, 21, -8, 9, -6, -2, -173

This is a subset; count on the stated rates, not on these rows.
